Screening data: PubChem, several laboratories
FXIa inh 1536 = factor XIa (human) inhibition. P03951. purified FXIa, Boc-Glu-Ala-Arg-AMC fluorogenic substrate. inhibition, % at 5 µM. 220,000 compounds, 0.14% hits;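 active means inhibition of at least 40%; inactive means inhibition below 40%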;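 further: fluorescence of freed AMC excited at 355 nm; 0% = enzyme without compound and 100% = no enzyme blank; many of its hits are not listed in these tables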
Target sequence (P03951 19-387 limits assumed): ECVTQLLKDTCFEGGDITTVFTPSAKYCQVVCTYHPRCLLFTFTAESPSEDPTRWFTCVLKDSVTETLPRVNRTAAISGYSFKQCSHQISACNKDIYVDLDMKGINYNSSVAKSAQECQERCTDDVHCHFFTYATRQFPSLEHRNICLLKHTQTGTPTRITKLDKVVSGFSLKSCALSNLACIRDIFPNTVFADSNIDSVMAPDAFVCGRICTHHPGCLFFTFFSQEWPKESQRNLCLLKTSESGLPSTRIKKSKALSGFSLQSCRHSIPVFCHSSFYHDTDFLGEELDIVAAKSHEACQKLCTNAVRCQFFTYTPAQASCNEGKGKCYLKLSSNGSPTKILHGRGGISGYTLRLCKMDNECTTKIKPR
Target sequence (P03951 388-625 limits assumed): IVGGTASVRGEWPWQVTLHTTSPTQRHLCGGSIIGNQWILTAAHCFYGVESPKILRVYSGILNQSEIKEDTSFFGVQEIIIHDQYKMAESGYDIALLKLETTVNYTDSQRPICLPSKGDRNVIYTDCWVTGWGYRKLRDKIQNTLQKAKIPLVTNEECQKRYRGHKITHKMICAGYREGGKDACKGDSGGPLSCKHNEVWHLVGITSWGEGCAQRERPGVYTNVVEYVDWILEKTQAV
Thrombin inh = inhibitors of human thrombin. inhibition, % at 5 µM. 220,000 compounds, 0.26% hits. P00734. AID 1046. alpha-thrombin, Boc-VPR-AMC fluorogenic substrate cleavage;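 active means inhibition at or above 40%; inactive means inhibition below 40%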;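 further: 0% = enzyme with no compound and 100% = wells without enzyme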
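System: Human alpha-thrombin protein | Medium: pH 7.5 Tris (50 mM) with NaCl 150 mM, Tween 20 0.05% | Times: Enzyme reaction carried out at room temperature | Detection: AMC fluorescence, 355/460 nm | Evaluation: Percent inhibition scaled between no-compound controls and no-enzyme blanks | Benchmarks: Enzyme without compound as high, wells lacking enzyme as low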
p97 inhibitor = human p97 ATPase inhibition. P55072. recombinant p97 ATPase, Kinase-Glo ATP luminescence, 3 h. inhibition, % at 8 µM. 220,000 compounds, 0.42% hits. AID 1481; in the data active means inhibition above about 15%;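 further: 0% = DMSO vehicle and 100% = wells lacking enzyme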
Wee1 degr inh = blocks degradation of human Wee1 kinase; P30291; HeLa Luc-Wee1K328M stability, luciferase luminescence; 100% = proteasome inhibitor MG132 effect; reporter increase, % at 5 µM; 220,000 compounds, 1.2% hits; AID 1321;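 active means activation above the mean of all tested compounds plus 3 SD, set per screening run, cut at about 8.8% in these data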;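 further: cells exposed to compound for 20 h before luminescence read; 0% = DMSO alone and 100% = MG132 at 30 µM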
KCC2 mod = modulators of human KCC2 chloride dependent transport | 190,000 compounds, 2.2% hits | B-score of Tl+ flux slope (higher = more flux/activation; lower = inhibition) at 10 µM | KCC2 cells, thallium flux FluoZin-2 fluorescence;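 active means thallium flux slope and its plate-corrected score both differing from the plate sample mean at a set confidence after two filtering rounds, in either direction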;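 further: slope of fluorescence scaled to starting intensity during 10 to 20 s after thallium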
KLK5 inh = inhibitors of human kallikrein 5; 210,000 compounds, 0.59% hits; recombinant hK5, fluorogenic AMC substrate cleavage; inhibition, % at 5 µM; AID 873; Q9Y337;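 active means inhibition of 40% or more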;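 further: 0% = enzyme controls without compound and 100% = no-enzyme blanks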
Target sequence (Q9Y337 67-293 limits assumed): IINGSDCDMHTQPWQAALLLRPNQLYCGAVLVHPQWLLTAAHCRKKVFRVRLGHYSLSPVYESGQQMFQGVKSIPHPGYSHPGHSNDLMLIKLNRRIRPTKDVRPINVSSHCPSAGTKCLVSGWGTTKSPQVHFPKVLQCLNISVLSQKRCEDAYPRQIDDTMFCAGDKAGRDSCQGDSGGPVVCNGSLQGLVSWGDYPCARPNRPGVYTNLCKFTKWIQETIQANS
Furin inhibitor = inhibitors of human furin; P09958; purified furin, fluorogenic substrate cleavage; inhibition, % at 30 µM; 220,000 compounds, 0.061% hits; AID 463115; in the data active means inhibition above about 25%; further: inactives centre near -15
FXIIa inh = blocks human coagulation factor XIIa protease activity; P00748; purified FXIIa, Boc-QGR-AMC fluorogenic substrate, 2 h; inhibition, % at 5 µM; 220,000 compounds, 0.3% hits; in the data active means inhibition above about 40%;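 further: 0% = enzyme with no compound and 100% = blank without enzyme; many of its hits are not listed in these tables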
PERK inh = inhibitors of human PERK kinase; Q9NZJ5; CHO PERK-DD fusion, SEAP luminescence translation reporter; inhibition, % at 5.6 µM; 220,000 compounds, 0.17% hits; AID 1416;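 active means inhibition above the mean inhibition of all tested compounds plus 3 SD, set separately per screening campaign, cut at about 2.9% in these data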;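 further: PERK kinase domain activated by AP20187 dimerizer at 100 nM; 0% = DMSO with dimerizer and 100% = rapamycin at 8.4 µM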
Active calls of the source: *; i = inactive; / = no result given; [ ] = dose if it differs, or a comment. Random draw from the library; 4.4% or so of the library scored in one or more.

SMILES	FXIa inh 1536	Thrombin inh	p97 inhibitor	Wee1 degr inh	KCC2 mod	KLK5 inh	Furin inhibitor	FXIIa inh	PERK inh
COc1cc(CC(=O)Nc2ncc(C)s2)cc(OC)c1OC	3	-8	-4	-1	-0.63	-4	-2[20 µM]	2	0.2
O=C(NC(Cc1c[nH]c2ccccc12)C(=O)NCCCN1CCOCC1)c1cccs1 (stereo unspecified)	-8	-9	-2	-2	-0.078	-6	-17	-2	-0.7
CN(C)C(=O)c1c2c(nc3ccccc13)CCCC2	-3	-5	7	-3	/	1	-32	2	1.2
NNC(=S)NCc1cccnc1	2	-8	3	-3	0.024	-15	-17	3	1.5
CCCC(C)NS(=O)(=O)c1ccccc1 (stereo unspecified)	6	5	5	-2	-0.45	-5	-22	6	1.1
CC(C)COP(=O)(OCC(C)C)C(O)c1ccc2c(c1)OCO2 (stereo unspecified)	-3	-3	0	-1	-0.21	-3	-19	7	-0.1
Cc1ccc(C(=O)OCC(=O)NCCC2=CCCCC2)cc1N	-3	-9	-1	4	0.45	-5	-28	3	0.6
OCCN1CCN(CCCc2c3c(cc4c2CCC4)CCC3)CC1	5	-1	-2	-4	-0.042	-12	-28	8	-0.2
COc1ccc(N(CC(=O)N2CCN(Cc3ccc4c(c3)OCO4)CC2)S(=O)(=O)c2ccc(F)cc2)cc1	-2	-9	0	1	-0.24	-1	-9	2	-1.8
CCOC(=O)c1c(C)[nH]c(C(=O)OCC(=O)Nc2ccc(OCC)cc2)c1C	0	-3	2	1	1	12	-5[20 µM]	11	0.7
COCCN1C(=O)CS/C1=C(/C#N)C(=O)NCc1ccco1	-3	-5	4	-1	1.6	-1	-21	6	-0.2
O=Nc1c2cc(-c3ccccc3)[nH]nc-2c2ccccc12	24	0	-7	6	/	16	-18	7	1.1
Cc1ccc(-c2nnc(NCc3nc4ccccc4[nH]3)c3ccccc23)cc1S(=O)(=O)N(C)C	7	-1	10	-4	-1.6	11	-20	6	0.0
COC(=O)Cn1cc(/C=N/NC(=O)COc2cccc3cccnc23)c2ccccc21	-2	-8	1	-1	0.91	4	-15	0	-0.4
FC(F)(F)c1ccc2c(c1)n(Cc1ccccc1)c1[n+]2CCCCC1	2	-10	-5	0	0.0091	-1	-3	11	-0.5
CC(C)NC(=S)N(C)C1(c2ccccc2Cl)CCCCC1=O (stereo unspecified)	5	-6	0	-2	0.51	-16	-16	8	0.6
Cc1ccc2c(c1)N(CC(=O)N1CCCc3ccccc31)C(=O)C(C)O2 (stereo unspecified)	-5	1	-1	-1	-0.82	-11	-5[20 µM]	-4	-0.3
COCCn1nnnc1C(c1ccccc1OC)N1CCc2ccccc2C1 (stereo unspecified)	/	/	-5	-1	-0.043	/	-17[20 µM]	/	-0.8
Cc1ccc(C(c2nnnn2CS(=O)(=O)c2ccc(C)cc2)N2CCC(C)CC2)cc1 (stereo unspecified)	-2	1	0	-2	0.49	3	-11[20 µM]	3	0.8
CCCCN1C(=S)NC[C@@H]1c1ccccc1	0	-1	1	1	0.021	0	-32	7	1.8
O=C(COC(=O)/C=C/c1ccccc1)NCC1CCCO1 (stereo unspecified)	-1	1	4	1	0.27	5	-33	7	0.1
C=CCn1c(/N=C/c2ccc(N(C)C)cc2)nc2ccccc21	-9	3	2	-1	i	-5	-5	6	0.8
Cc1ccc(N2C(=O)C3ON(c4ccccc4)C(CC(C)C)C3C2=O)cc1 (stereo unspecified)	-3	1	-8	-1	-0.033	-8	-12	5	1.4
Cc1cc(=O)n2c3ccccc3n(CC(O)CN3CCN(CCO)CC3)c2c1C#N (stereo unspecified)	-1	-11	-3	-3	0.025	-1	-15	8	-0.1
COc1cc(-c2noc(-c3ccccc3C(=O)NCc3ccco3)n2)cc(OC)c1OC	3	2	1	-2	1.1	-9	-18[20 µM]	12	0.0
COc1ccc(CC(=O)OCC(=O)Nc2ncc(Cl)cc2Cl)cc1OC	6	5	2	-3	/	1	-26[20 µM]	18	-0.4
Cc1onc(-c2ccccc2)c1C(=O)NCC1CCCO1 (stereo unspecified)	-4	-2	4	-1	0.99	-14	-33[20 µM]	7	0.7
Oc1ccc(/C=N/NC(=S)NCCN2CCOCC2)c(O)c1	-2	-4	1	0	-1.4	-10	-6	10	-0.7
CC(=O)c1ccc2c3c(cccc13)CC2	1	29	-4	-2	-0.063	9	-21[20 µM]	13	0.4
CCCC(O)(CCN1CCOCC1)c1ccc(Cl)cc1 (stereo unspecified)	0	1	-6	4	-0.84	3	-2	10	-0.4
COc1ccccc1-n1c(C)nnc1SCC(=O)Nc1cccc(C(C)=O)c1	4	0	-1	0	-0.0024	-7	-17[20 µM]	19	-0.7
CCC(C)c1ccccc1NC(=O)COC(=O)c1ccc(C)c(NC(=O)c2ccco2)c1 (stereo unspecified)	-3	-2	4	2	0.36	0	0[20 µM]	8	-0.4
CCn1c2c(c3ccc(OC)cc31)CCCC2=O	-1	-9	-1	0	-0.33	-9	-9[20 µM]	14	1.0
CCCOc1ccc(C2C(C(=O)c3ccco3)=C(O)C(=O)N2CCCn2ccnc2)cc1 (stereo unspecified)	1	-8	6	-3	/	-2	-21	3	1.0
CCCOc1ccc(C(CC(=O)O)NC(=O)c2ccc3c(c2)OCO3)cc1 (stereo unspecified)	-8	-3	4	-2	/	2	-15	-1	1.6
O=C(O)c1ccc2c(c1)S(=O)(=O)N=C1CCCCCN12	-2	-4	-4	0	/	-2	-21	6	-0.1
CCOc1ccccc1NC(=O)Nc1cnccn1	-2	13	5	17*	1.3	3	-25	6	1.5
O=C(NNC(=O)c1sc2cccc(Cl)c2c1Cl)NC1CCCCC1	-4	2	-2	1	0.64	-4	-18[20 µM]	3	0.8
N#Cc1c(CSCC(=O)O)cc(=O)n2c1[nH]c1ccccc12	-1	-10	8	3	4.4	-2	-10	5	1.3
CCc1nc(CN2CCN(c3ccc(C(F)(F)F)cn3)CC2)c(C)[nH]1	1	-2	4	-2	-0.67	-3	-6	-3	-1.4
NC(=O)C1(N2CCCCC2)CCN(C(=O)CSc2nc3ccccc3o2)CC1	/	/	3	-2	1.4	/	-8[20 µM]	/	-0.3
CCOc1ccc2nc(NC(=O)c3c([N+](=O)[O-])cnn3CC)sc2c1	4	5	5	-1	0.48	-6	-32	13	0.7
CCN(C(=O)CSc1ncn[nH]1)c1cccc2ccccc12	11	3	6	-1	/	-9	-25	18	0.9
COc1ccc2c(c1)c1ncn(CCN3CCCCC3)c(=O)c1n2C	18	-2	6	-2	-0.3	4	-20[20 µM]	5	-0.7
CCCCCC1=NN2C(=O)CC(=O)N=C2S1	-1	1	-1	1	-0.39	-1	-22	6	0.0
CSc1nc(SCC(N)=O)c2c3c(sc2n1)CN(C)CC3	8	2	-2	2	/	-6	-13	18	1.3
O=C(c1cc2ccccc2o1)N1CCN(c2ccccc2Cl)CC1	-13	2	-3	0	-2.1	-29	-15	10	0.8

Structures from the list above that contain an aryl methoxy group, in the order listed:
SMILES	FXIa inh 1536	Thrombin inh	p97 inhibitor	Wee1 degr inh	KCC2 mod	KLK5 inh	Furin inhibitor	FXIIa inh	PERK inh
COc1cc(CC(=O)Nc2ncc(C)s2)cc(OC)c1OC	3	-8	-4	-1	-0.63	-4	-2[20 µM]	2	0.2
COc1ccc(N(CC(=O)N2CCN(Cc3ccc4c(c3)OCO4)CC2)S(=O)(=O)c2ccc(F)cc2)cc1	-2	-9	0	1	-0.24	-1	-9	2	-1.8
COCCn1nnnc1C(c1ccccc1OC)N1CCc2ccccc2C1 (stereo unspecified)	/	/	-5	-1	-0.043	/	-17[20 µM]	/	-0.8
COc1cc(-c2noc(-c3ccccc3C(=O)NCc3ccco3)n2)cc(OC)c1OC	3	2	1	-2	1.1	-9	-18[20 µM]	12	0.0
COc1ccc(CC(=O)OCC(=O)Nc2ncc(Cl)cc2Cl)cc1OC	6	5	2	-3	/	1	-26[20 µM]	18	-0.4
COc1ccccc1-n1c(C)nnc1SCC(=O)Nc1cccc(C(C)=O)c1	4	0	-1	0	-0.0024	-7	-17[20 µM]	19	-0.7
CCn1c2c(c3ccc(OC)cc31)CCCC2=O	-1	-9	-1	0	-0.33	-9	-9[20 µM]	14	1.0
COc1ccc2c(c1)c1ncn(CCN3CCCCC3)c(=O)c1n2C	18	-2	6	-2	-0.3	4	-20[20 µM]	5	-0.7
